CYP2C19 activ: increases human CYP2C19 enzyme activity | recombinant CYP2C19, luciferin-H EGE luminescence; stronger effect = higher value; 0 = fully inhibited enzyme, 1 = untreated enzyme | activation factor at 5 µM | 96,000 tested, under 10 active;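 active = activation factor of at least 2 at 5 µM in the primary screen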;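 note: 0 = wells with 2.5 mM tranylcypromine and 1 = vehicle-only wells; values of inactives mirror those of a sister screen read the other way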
sEH inhibitor: soluble epoxide hydrolase (human) inhibition. P34913. recombinant human sEH enzymatic activity assay. inhibition, % at 2 µM. 91,000 compounds, 0.34% hits; in the data active = inhibition above about 80%; note: values of inactives mirror those of a sister screen read the other way; many of its hits are not listed in these tables
S1P2 blocker: S1P2 (human) receptor antagonism; 97,000 compounds, 0.21% hits; inhibition, % at 5 µM; cell-based S1P2 antagonist assay, inhibition at 5 uM; AID 736; in the data active = inhibition above about 45%;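 note: CRE beta-lactamase reporter cells expressing human S1P2 stimulated with S1P; 0% = agonist at EC80 alone and 100% = agonist plus reference antagonist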
PostGolgi yeast: growth inhibition of a yeast mutant, post-Golgi transport screen. inhibition, % at 10 µM. post-Golgi transport phenotypic cell assay. 98,000 compounds, 0.9% hits;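 note: yeast cells grown in 1536-well plates; yeast grown about 18 h at 30C before absorbance read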
CYP2C19 inhib: human CYP2C19 inhibition. CYP2C19 Supersomes, luciferin-H EGE luminescence, 30 min. inhibition, % at 5 µM. 96,000 compounds, 21% hits. P33261. AID 778;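 active = CYP2C19 inhibition above a set limit at 5 µM in the primary screen, cut at about 50% in these data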;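 note: plate controls were negative control wells for no effect and 2.5 mM tranylcypromine positive control for full effect; values of inactives mirror those of a sister screen read the other way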
sEH activator: activators of human soluble epoxide hydrolase; P34913; purified human sEH enzymatic activity, activator screen; activation, % at 2 µM; 91,000 compounds, 0.04% hits; AID 717; in the data active = activation above about 37%; note: values of inactives mirror those of a sister screen read the other way
PostGolgi ctrl: yeast control strain growth, post-Golgi counter-screen; efflux-deficient yeast background strain, growth absorbance A615, 16 h; inhibition, % at 10 µM; 98,000 compounds, 5% hits; AID 738
DAT uptake mod: modulates human dopamine transporter uptake under cocaine; B-score at 10 µM; LLC-PK1 hDAT cells, [14C]-dopamine uptake with cocaine IC80; actives deviate in either direction; AID 449768; 110,000 compounds, 1.3% hits; Q01959;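 active = Z score or B-score, a plate-position-corrected score, falls beyond the plate's 99.7% confidence bounds, in either direction; inactive = both scores lie inside the 99.7% bounds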;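 note: scored against the spread of the other compound wells on the same plate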
Target sequence (Q01959 whole entry, looked up): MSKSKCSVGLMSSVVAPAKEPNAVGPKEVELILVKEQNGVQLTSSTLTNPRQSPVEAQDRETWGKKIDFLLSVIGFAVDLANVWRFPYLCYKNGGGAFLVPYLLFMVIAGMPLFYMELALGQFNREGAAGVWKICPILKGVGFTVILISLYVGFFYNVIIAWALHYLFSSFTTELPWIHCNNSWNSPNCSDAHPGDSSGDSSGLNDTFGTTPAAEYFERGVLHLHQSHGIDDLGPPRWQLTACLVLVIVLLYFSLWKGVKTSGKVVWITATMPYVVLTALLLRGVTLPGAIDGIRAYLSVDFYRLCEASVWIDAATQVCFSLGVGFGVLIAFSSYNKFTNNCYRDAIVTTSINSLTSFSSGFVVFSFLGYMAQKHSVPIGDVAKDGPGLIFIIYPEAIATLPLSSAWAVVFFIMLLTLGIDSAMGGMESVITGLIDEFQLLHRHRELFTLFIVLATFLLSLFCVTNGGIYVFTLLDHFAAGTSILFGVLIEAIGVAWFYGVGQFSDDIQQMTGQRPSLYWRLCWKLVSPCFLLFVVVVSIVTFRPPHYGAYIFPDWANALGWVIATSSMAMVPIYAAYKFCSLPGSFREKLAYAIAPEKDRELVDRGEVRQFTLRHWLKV
S1P2 ag: activates the human S1P2 receptor | S1P2-expressing cell line, agonist reporter read-out | AID 729 | activation, % at 4.5 µM | O95136 | 97,000 compounds, 0.46% hits; in the data active = activation above about 16%;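 note: 0% = vehicle low control and 100% = maximal reference agonist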
The depositor's hits bear a star; x = not tested or not shown. Cut-off read from the data, not from the text of the source, unless noted: active = inhibition above about 30%; inactive = the rest.

SMILES	CYP2C19 activ	sEH inhibitor	S1P2 blocker	PostGolgi yeast	CYP2C19 inhib	sEH activator	PostGolgi ctrl	DAT uptake mod	S1P2 ag
Cc1ccc(-c2ccc(=O)n(CC(=O)NCCN3C(C)CCCC3C)n2)cc1 (centres undefined)	1.2	7	8	8	-16	-7	12	-0.16	-4
CC(C)OC(=O)c1ccc(N2C(=O)C3CC=CCC3C2=O)cc1 (centres undefined)	0.9	2	-4	9	7	0	-1	0.39	-4
Brc1ccc(NC2=Nc3ccccc3CC2)cc1	0.5	15	13	10	52*	-13	-20	-1.2	-2
COCCN(C(=O)Cc1cccs1)c1nnc(-c2ccncc2)s1	0	-6	34	-3	98*	9	4	-0.081	-3
CCOc1ccc(-c2[nH]nc3c2C(c2ccc(O)cc2)C(C#N)=C(N)O3)cc1 (centres undefined)	0.8	2	2	-6	18	2	4	-0.69	-5
N#Cc1nc(COc2ccc(Cl)cc2)oc1NCc1ccc2c(c1)OCO2	0.3	15	-24	-7	65*	-14	18	0.63	-1
Cc1ccc2cc(C#N)c(N3CCCN(S(=O)(=O)c4ccccc4)CC3)nc2c1C	x	10	-2	x	x	-9	x	0.013	-7
CCOC(=O)N1CCN(C(=O)c2cccc(NC3=NC4CS(=O)(=O)CC4S3)c2)CC1 (centres undefined)	1	5	2	1	-4	-4	13	-0.013	-6
COc1cc(NC(=O)c2ccc(Br)o2)ccc1NC(=O)c1ccccc1Cl	0	4	-7	-4	98*	0	13	1.9	-4
CCOC(=O)c1ccc(Nc2cc(C)nc(-c3ccccc3O)n2)cc1	0.6	x	x	-1	36	x	17	-0.049	x
O=C(c1ccsc1)N1CCN(C(=O)c2cccs2)CC1	0.1	-3	-14	-8	95*	0	17	-1.1	-2
O=C(c1ccc2c(c1)OCCO2)C1CCN(S(=O)(=O)c2ccccc2F)CC1	0.6	-5	-7	7	40	3	14	0.025	-4
Cn1c(CNC(=O)c2cccs2)nnc1SCC(=O)Nc1ccc(Cl)cc1	x	-1	16	x	x	-2	x	0.11	-1
COc1cccc(NC(=O)COC(=O)c2cccnc2)c1	0.3	7	-14	1	67*	-6	-4	0.47	-5
CCOC(=O)c1ccc(CNS(=O)(=O)c2c(C)ccc3nsnc23)o1	0.7	2	-12	6	27	1	0	0.11	-2
CN1c2cccc3cccc(c23)N(C)C1(C)C	0.8	-6	-1	-6	24	4	-4	x	-7
Cc1ccc(S(=O)(=O)c2cnc(-c3ccccc3)nc2Oc2ccccc2)cc1	1	-11	1	-2	2	10	0	-1.2	0
CC(C)CC(=O)Nc1ncnc2c1C(=O)CC(C)(C)C2	1	0	2	-4	3	-4	12	-0.032	-2
COC(=O)/C(=C\Nc1cccc(Cl)c1C)c1ncc(C(F)(F)F)cc1Cl	0.9	8	2	11	14	-10	3	-1.1	-10
CC(C)CC(=O)NN(C)c1nc(-c2ccccc2)nnc1C(F)(F)F	0.2	0	7	-3	78*	-2	-2	-0.99	-10
C=CCOC(=O)CN1C(=O)c2ccccc2C1=O	0.4	x	x	1	61*	x	8	1.4	x
COc1cccc(-n2nnc3c(=O)n(Cc4ccccc4Cl)cnc32)c1	x	0	-4	x	x	3	x	0.71	-5
O=C(Nc1ccc(OC(=O)c2ccccc2)c(-c2nc3ccccc3s2)c1)c1ccccc1	1	5	2	-4	2	-4	0	-1.4	-9
N=c1c2c(n(Cc3ccc(Cl)cc3)c3c1CCC3)CCC2	0.9	-13	8	4	5	12	3	-6.7*	-3
O=C(Nc1ccc2c(c1)oc1ccccc12)c1ccc(Br)o1	0.8	-8	-1	0	18	6	-4	-0.00032	-5
(next part)
SMILES	CYP2C19 activ	sEH inhibitor	S1P2 blocker	PostGolgi yeast	CYP2C19 inhib	sEH activator	PostGolgi ctrl	DAT uptake mod	S1P2 ag
CS(=O)(=O)N(CC(=O)Nc1ccccc1)Cc1ccc(Cl)cc1	0	-3	-8	-8	96*	6	4	0.38	-5
CCOCCCNC(=O)C(NC(=O)c1ccc(=O)[nH]c1)c1ccc(Cl)cc1 (centres undefined)	1	-13	2	-3	-5	10	14	0.16	-6
Cc1c(C(=O)NCc2ccc(F)cc2)c(-c2ccccc2)nn1-c1ccccc1	0.7	-11	6	-6	29	14	14	-0.042	-7
Cc1nc(NCCO)c2nnn(Cc3ccccc3F)c2n1	0.9	-9	-17	-2	14	7	4	1.1	-3
CCN(CC)c1ccc(C2C(C(C)=O)C(=O)CC(C)(O)C2C(C)=O)cc1 (centres undefined)	x	-5	-9	x	x	6	x	-0.015	-4
O=P(Cc1nnco1)(c1ccccc1)c1ccccc1	0.9	5	-6	-4	8	-4	-1	-0.12	-5
COc1ccc2cc3cc(C(=O)NCc4ccccn4)oc3nc2c1	1	-10	10	10	-4	9	2	-0.79	-7
CCOc1ccc(OCC)c(S(=O)(=O)N2CCC(C)CC2)c1	0.4	-6	-19	-1	60*	8	9	-0.54	-1
CC(=O)c1cccc(NC(=O)N2CCN(S(C)(=O)=O)CC2)c1	0.9	-6	7	-10	6	8	-1	-0.89	-4
COc1ccc(NC(=O)CC(Cc2ccccc2)C(=O)O)cc1 (centres undefined)	1	-7	8	-7	0	5	9	-0.87	-8
CC(C)Sc1nc2c(c(=O)[nH]c(=O)n2C)n1CCc1ccccc1	0.9	x	x	-1	14	x	31*	-0.75	x
CN1CCN(c2oc(COc3ccc(-c4ccccc4)cc3)nc2C#N)CC1	0.4	2	-4	3	55*	2	17	0.44	12
COc1ccc2cnn(-c3ccc(C)cc3)c(=O)c2c1OC	0.7	-4	-4	-5	28	-2	8	0.23	-6
CCOC(=O)C1C(=O)N(C(=O)c2cncc(Br)c2)CC1c1ccccc1 (centres undefined)	0.2	x	16	8	84*	x	20	-0.74	-3
COc1ccc(OC)c(S(=O)(=O)NCc2cccnc2)c1	0.9	-3	1	-7	13	3	-3	-0.45	-1
COc1cccc(CC2CC(=O)N(CCc3ccc4c(c3)OCO4)C2=O)c1 (centres undefined)	0	12	-3	4	96*	-17	17	-0.0031	-4
COc1ccccc1NC(=O)CSc1nnc(-c2ccoc2C)n1CCc1ccccc1	0.4	-1	6	-11	60*	3	21	2.4*	0
CC(C)CNC(=S)NNC(=O)c1csc2c1CCCC2	0.6	-5	5	5	45	7	-4	1.3	-6
O=C(Nc1cccnc1)c1noc2c1CCCCC2	0.4	4	-12	3	64*	-3	15	x	-7
Cc1cc2cc(CNC(=O)NC3CCCCC3)ccc2[nH]1	0.2	90*	-5	7	76*	-90	0	0.83	-6
CCOc1ccc(C(=O)COc2ccc(NC(C)=O)cc2)cc1	0.5	-5	-5	-4	49	5	-5	-0.31	-4
Cc1cccc(-c2c3c(=O)n(C)c(=O)n(C)c3cn2CC2CCCO2)c1 (centres undefined)	1	8	-9	9	1	-7	-3	0.12	-5
O=C(CSC1CCCCC1)Nc1nccs1	0.2	11	17	6	84*	-10	-4	x	-2
O=C1CC(c2cccc(F)c2)SC(N(c2ccccc2)c2ccccc2)=N1 (centres undefined)	0.7	-4	7	5	28	6	27	-1.5	-2
CCN=C1SC(CC(=O)NCC)C(=O)N1CC (centres undefined)	0.9	-12	-27	-3	6	9	-8	0.36	-2

2 compounds from above, showing only CYP2C19 activ, DAT uptake mod and CYP2C19 inhib:
SMILES	CYP2C19 activ	DAT uptake mod	CYP2C19 inhib
COc1ccccc1NC(=O)CSc1nnc(-c2ccoc2C)n1CCc1ccccc1	0.4	2.4*	60*
CC(C)CNC(=S)NNC(=O)c1csc2c1CCCC2	0.6	1.3	45

In a second layout: entries from further up
Below each compound: CYP2C19 activ, sEH inhibitor, S1P2 blocker, PostGolgi yeast, CYP2C19 inhib, sEH activator, PostGolgi ctrl, DAT uptake mod, S1P2 ag
> COc1ccccc1NC(=O)CSc1nnc(-c2ccoc2C)n1CCc1ccccc1
  0.4, -1, 6, -11, 60*, 3, 21, 2.4*, 0
> CC(C)CNC(=S)NNC(=O)c1csc2c1CCCC2
  0.6, -5, 5, 5, 45, 7, -4, 1.3, -6
> O=C(Nc1cccnc1)c1noc2c1CCCCC2
  0.4, 4, -12, 3, 64*, -3, 15, x, -7
> Cc1cc2cc(CNC(=O)NC3CCCCC3)ccc2[nH]1
  0.2, 90*, -5, 7, 76*, -90, 0, 0.83, -6
> CCOc1ccc(C(=O)COc2ccc(NC(C)=O)cc2)cc1
  0.5, -5, -5, -4, 49, 5, -5, -0.31, -4

Next results follow:
SMILES	CYP2C19 activ	sEH inhibitor	S1P2 blocker	PostGolgi yeast	CYP2C19 inhib	sEH activator	PostGolgi ctrl	DAT uptake mod	S1P2 ag
C=CCn1c(SCC(=O)Nc2c(C)n(C)n(-c3ccccc3)c2=O)nc2scc(-c3ccccc3)c2c1=O	0.5	12	-23	-11	46	-10	3	2.3	0
N#Cc1c(NC(=O)CSc2nc(-c3ccco3)cc(C(F)(F)F)n2)sc2c1CCCC2	1	10	-14	-7	1	-10	-9	0.028	-3
CCOc1ccc(NC(=O)CSc2n[nH]c(=O)n2-c2ccccc2)cc1	0.7	7	5	-1	25	-4	6	0.033	-3
CCOc1cc(C#N)c(NC(=O)Cn2nnc3ccccc32)cc1OCC	1.1	3	24	-5	-8	-1	-9	-0.31	-15
O=c1[nH]c(NCCCO)nc2c1C1(CCCC1)Cc1ccccc1-2	1.1	x	x	1	-14	x	19	-0.098	x
CC(=NCC1CCCO1)C1=C(O)CC(C)(C)CC1=O (centres undefined)	0.9	-5	-6	0	10	9	-4	0.14	-8
C/C(=N\Nc1nc2c(s1)CCCC2)c1ccccc1	0.3	11	5	-3	72*	-8	20	2.8	-4
CCC(=O)Nc1nc2c(s1)COc1ccccc1-2	0.7	-9	17	6	25	8	18	-0.39	-4
Cc1cc(S(=O)(=O)N(Cc2ccccn2)Cc2ccco2)ccc1-n1cnnn1	0.3	x	x	7	75*	x	-10	2.6*	x
COCCNC(=O)C(c1ccc(C)o1)N(Cc1ccccc1)C(=O)Cn1nnc2ccccc21 (centres undefined)	0.7	3	1	0	29	-3	-4	-0.51	-3

Screens: PubChem, several laboratories
